# TRb-SRC2 inh – qHTS for Inhibitors of the Interaction of Thyroid Hormone Receptor and Steroid Receptor Coregulator 2. TRbeta-SRC2 peptide binding, fluorescence polarization; receptor liganded with 1 µM T3. Potency, µM (titrated, usually from 106 µM), for the others: at the highest dose activity change, negative = inhibition, hits mostly inhibitors. 0.065% of 280,000 active. AID 1469, 2008;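 also: plate controls were bound peptide for no effect and peptide without receptor for full effect; nearly all actives have a fitted effect of over 50% in size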
#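 Polarization signal, normalized between peptide-alone and full complex controls, measured compound effects on T3-liganded human TRb LBD (0.6 uM) binding 20 nM Texas Red SRC2 peptide after 5 hr.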
# Tau fluor counter – Counterscreen qHTS for Inhibitors of Tau Fibril Formation, Fluorescence Polarization; tau K18 P301L Alexa594 fluorescence, heparin fibrillization; AID 1463, 2008; Potency, µM (titrated, usually from 57.7 µM), for the others: top-dose activity change, negative = decrease; 0.93% of 280,000 active; also: % is scaled to controls: 0 for no effect and ±100 for the full control effect; nearly all actives have a fitted effect of over 55% in size
#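 Human K18 P301L tau (15 uM unlabeled plus 0.24 uM Alexa 594-labeled, final) in 100 mM sodium acetate pH 7 was mixed with compound and 20 uM heparin and incubated 6 hr at 37 C.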
# Tau FP inhib – qHTS for Inhibitors of Tau Fibril Formation, Fluorescence Polarization. Microtubule-associated protein tau (Homo sapiens), P10636. K18 P301L tau heparin fibrillization, Alexa594 FP, 6 h. Potency, µM (top dose mostly 57.7 µM), without a hit: at the top dose activity, negative = inhibition, hits mostly inhibitors. 0.39% of 280,000 active. AID 1468, 2008; also: % is scaled to controls: 0 for no effect and ±100 for the full control effect; nearly all actives have a fitted effect of over 55% in size
# Target sequence (P10636 561-689 P618L limits assumed): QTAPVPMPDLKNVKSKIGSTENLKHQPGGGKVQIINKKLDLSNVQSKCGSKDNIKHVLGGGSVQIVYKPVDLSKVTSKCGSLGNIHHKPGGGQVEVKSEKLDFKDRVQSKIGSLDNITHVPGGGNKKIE
#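 K18 P301L tau (15 uM unlabeled/0.24 uM Alexa 594-labeled, final) + compound + heparin 20 uM final; 100 mM NaOAc pH 7; 6 hr 37 C; ThT 30 uM final added, 1 hr RT; FP ex 555/em 632 nm.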
# Tau fibril ThT – qHTS for Inhibitors of Tau Fibril Formation, Thioflavin T Binding; Microtubule-associated protein tau (Homo sapiens), P10636; recombinant tau K18 P301L (four-repeat tau fragment), heparin-induced fibrillization, ThT fluorescence; Potency, µM (top dose mostly 57.4 µM), for the others: top-dose activity, negative = inhibition, most hits filed as inhibitors; 2.1% of 270,000 active; AID 1460, 2008; also: % is scaled to controls: 0 for no effect and ±100 for the full control effect; nearly all actives have a fitted effect of over 55% in size
#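 Heparin-induced fibrillization of the P301L-mutant K18 repeat-domain fragment of human tau was followed by ThT binding in quantitative high-throughput format.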
# RECQ1 helicase – qHTS Assay for Inhibitors of RecQ-Like Dna Helicase 1 (RECQ1); RECQ1 DNA unwinding, red fluorescence kinetic read; Potency, µM (highest dose often 57.3 µM), inactives show at the highest dose activity, negative = inhibition, usual class: inhibitors; 0.54% of 240,000 active;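 also: plate controls were vehicle for no effect and no enzyme for full effect; nearly all actives have a fitted effect of over 30% in size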
# Target sequence (P46063 whole entry, looked up): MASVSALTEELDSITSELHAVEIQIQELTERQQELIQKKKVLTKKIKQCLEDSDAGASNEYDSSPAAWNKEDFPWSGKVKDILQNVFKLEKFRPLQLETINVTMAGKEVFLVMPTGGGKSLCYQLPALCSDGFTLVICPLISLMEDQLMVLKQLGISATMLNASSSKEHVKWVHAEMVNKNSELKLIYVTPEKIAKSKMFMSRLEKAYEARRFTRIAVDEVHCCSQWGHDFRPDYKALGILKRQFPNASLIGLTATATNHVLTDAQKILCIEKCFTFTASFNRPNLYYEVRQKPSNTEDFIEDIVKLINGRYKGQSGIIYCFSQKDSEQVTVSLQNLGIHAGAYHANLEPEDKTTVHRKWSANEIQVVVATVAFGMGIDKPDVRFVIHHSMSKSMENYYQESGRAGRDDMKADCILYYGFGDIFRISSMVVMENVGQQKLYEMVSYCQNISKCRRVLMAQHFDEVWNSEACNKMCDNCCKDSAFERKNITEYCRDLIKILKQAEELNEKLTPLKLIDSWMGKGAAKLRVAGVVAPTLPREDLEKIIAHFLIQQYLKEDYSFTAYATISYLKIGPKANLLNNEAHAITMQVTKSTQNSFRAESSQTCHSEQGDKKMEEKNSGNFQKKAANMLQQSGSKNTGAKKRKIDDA
#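 RECQ1T1 50 nM; forked duplex (20 bp + 30-nt ss tails) 200 nM, ATP 2 mM final; pH 8.0, 2 mM MgCl2, 2.5 ug/ml poly(dI-dC); 15 min compound preincubation; discontinuous kinetic read over 2 h at RT.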
# L3MBTL1 inh – qHTS Assay for the Inhibitors of L3MBTL1 | Lethal(3)malignant brain tumor-like protein 1 (Homo sapiens), Q9Y468 | AlphaScreen L3MBTL1–H3K9me1 peptide binding | Potency, µM (titrated, usually from 57.1 µM), for the others: at the highest dose activity, negative = inhibition, most hits filed as inhibitors | 0.66% of 230,000 active | AID 485360, 2010; also: % is scaled to controls: 0 for no effect and ±100 for the full control effect; nearly all actives have a fitted effect of over 60% in size
#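 Read-out is AlphaScreen signal from streptavidin donor and nickel chelate acceptor beads (10 ug/mL final each) bridging L3MBTL1 (50 nM) and biotinylated K9-monomethylated H3(1-15) peptide (75 nM), after 30 min compound exposure at room temperature.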
# TexasRed fluor – Total Fluorescence Counterscreen for Inhibitors of the Interaction of Thyroid Hormone Receptor and Steroid Receptor Coregulator 2 | TRb/SRC2 Texas Red total fluorescence interference | Potency, µM (titrated, usually from 106 µM), for the others: at the top dose fluorescence change, negative = quenching | 0.29% of 280,000 active | AID 1479, 2009; active = well fitted curve in either direction with a large enough effect; inconclusive = small, poorly fitted or top-dose-only effect; also: % is scaled to controls: 0 for no effect and ±100 for the full control effect
#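 Human TRβ ligand-binding domain (0.6 uM) and Texas Red SRC2 peptide (20 nM) in Tris buffer with 1 uM T3 and 5% DMSO were incubated with pinned compound for 5 hr at ambient temperature. Total fluorescence was computed as S + 2P (555/632 nm).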
# HTT ATP protect – qHTS Multiplex Assay to Identify Dual Action Probes in a Cell Model of Huntington: Cytoprotection (ATP) | PC12 HTT-Q103 induced, cytoprotection, ATP luminescence, 40 h | Potency, µM (top dose mostly 56.4 µM), without a hit: cytoprotection (ATP increase), hits mostly activators | 0.14% of 230,000 active | AID 1471, 2008;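 also: % of control where 0% means no effect; nearly all actives have a fitted effect of over 45% in size; toxic huntingtin expression switched on by the ecdysone agonist tebufenozide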
#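 Readout: ATPlite luminescence (ATP level). Model: stable PC12, inducible Htt exon1 Q103-GFP. Inducer: tebufenozide, 100 nM final. Compounds: dose series. No G418 in medium.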
# An asterisk follows results filed as active; i = inactive; ? = inconclusive; nt = not tested or not shown; & = joins results of further samples; [ ] = another dose, or the depositor's remark. Unless noted, calls follow the shape of the dose curve; as a rule, active = well fitted curve in the direction sought with a large enough effect; inconclusive = small, poorly fitted or top-dose-only effect, or another doubt; inactive = no such curve, though single readings can be large; an effect the other way counts as inactive or inconclusive. Potency is read from the fitted curve at half-maximal effect.
SMILES,TRb-SRC2 inh,Tau fluor counter,Tau FP inhib,Tau fibril ThT,RECQ1 helicase,L3MBTL1 inh,TexasRed fluor,HTT ATP protect
O=[N+]([O-])c1cccc(CSc2nnc3ccccn23)c1,-2%,-4%,3%,-8%,-1%,32%[activator],1%,-31%[inhibitor]
COCCn1c(N)c(N(Cc2ccccc2)C(=O)c2cc3ccccc3o2)c(=O)[nH]c1=O,5%,4%,-1%,0%,-15%,7%,-1%,2%[10 µM]
Cc1nc(SCC(=O)NC(=O)NCc2ccccc2)nc(C)c1C,-18%,-10%,-12%,-2%,-4%,nt,-1%,-12%
C#CCOCCOCCOCCNc1nc(N2CCN(C(=O)[C@H]([C@@H](C)CC)n3cc([C@@H](N)CO)nn3)CC2)nc(N2CCN(C(=O)[C@H](Cc3cc4ccccc4[nH]3)n3cc([C@@H](N)Cc4ccc(O)cc4)nn3)CC2)n1,3%,10%,-4%,-16%,-16%,nt,-1%,-14%[10 µM]
CCC(=O)NC(NC(=S)Nc1c(C)n(C)n(-c2ccccc2)c1=O)C(Cl)(Cl)Cl (stereo unspecified),1%,-4%,?,-1%,-10%,8%,-6%,20%[10 µM]
O=C(Nc1ccc(Cl)cc1)C1CCCN(S(=O)(=O)c2cnc[nH]2)C1 (stereo unspecified),-20%,-11%,-6%,-9%,-14%,nt,-2%,26%
COc1ccc(N2CCN(C(=O)C3CCN(S(=O)(=O)c4ccccc4)CC3)CC2)cc1,-3%[53 µM],-17%,-5%,-14%,9%,-14%,-1%[53 µM],19%[10 µM]
Cn1c(=O)[nH]c(=O)c2c1nc(CN1CCOCC1)n2Cc1ccccc1,-3%,2%,1%,-5%,-1%,-2%,-1%,-28%
COc1cc(OC)c(N(C)C(=O)C2CCCN(c3ncnc4c3nc3n4CCCCC3)C2)cc1Cl (stereo unspecified),4%,-10%,-2%,-9%,nt,nt,?,nt
CC(C)(C)OC(=O)N/N=C\c1cccnc1,-4%,-6%,-1%,-4%,1%,nt,-2%,-157%[inhibitor]
COc1ccc(S(=O)(=O)N2CCC(C(=O)NCc3ccccn3)CC2)cc1C,-15%,7%,3%,0%,-4%,-7%[11.4 µM],0%,2%
Cc1onc(-c2ccccc2)c1-c1csc(COc2ccccc2)n1,-3%,-23%,-7%,?,-10%,67%[activator],-6%,17%[10 µM]
CC(C)N(Cc1ccccc1)C(=O)COC(=O)/C=C/c1cnc2ccccc2n1,5%,-19%,4%,?,1%,nt,0%,0%
CCOC(=O)c1cnc2c(C#N)c(C)nn2c1-c1ccccc1,-12%,-6%,0%,-8%,-4%,nt,1%,-5%
O=C(NCc1ccco1)Nc1ccc([N+](=O)[O-])cc1,-7%&4%,-19%&-16%,-3%&-2%,-13%&-15%,-1%,nt,-8%&-2%,14%[10 µM]
CC(C)NS(=O)(=O)c1ccc(OCC(=O)Nc2ccc(F)cc2)cc1,-1%,-6%,-3%,1%,-8%,nt,-2%,-12%
Cc1nc2ccc(N=NN(C)C)cc2[nH]1,8%,?,?,10µM*,11%,4%,-5%,12%[10 µM]
Cc1cc(O)c(C(c2cccc(F)c2)N2CCC(C)CC2)c(=O)n1Cc1ccco1 (stereo unspecified),8%,-12%,-6%,?,nt,nt,-1%,nt
CC1Cc2ccccc2N1C(=O)CO/N=C/c1ccccc1OC(F)F (stereo unspecified),-1%,-16%,-4%,-13%,-7%,16%,-27%,3%[1.9 µM]
COc1ccc(OC)c(NC(=O)C2CCCC2)c1,0%,-1%,5%,4%,-16%,-1%,-3%,10%
Cc1ccccc1NC(=O)c1c(C)nc(SCC(=O)OCc2ccccc2)c(C#N)c1-c1ccc(F)cc1,-5%,-16%,-6%,-1%,-6%,7%,-2%,8%[10 µM]
CCCCn1c(SCC(=O)N2CCC(C)CC2)nc2cc(S(N)(=O)=O)ccc21,-6%,-1%,3%,-4%,7%,-12%,-1%,1%
COc1ccc(CCn2c(N)cc(=O)[nH]c2=O)cc1OC,1%,-2%,1%,-2%,i,2%,1%,-4%
Cc1nc2nncn2c(NCc2ccc(Cl)cc2)c1C,8%,-1%,-4%,6%,nt,nt,1%,nt
CN(C)S(=O)(=O)c1cccc(NC(=S)N2CCCCC2CO)c1 (stereo unspecified),-4%,-4%,-3%,-8%,-12%,5%,-1%,-1%
COc1ccc(C)cc1NC(=O)c1cc2ccccn2n1,1%,-20%,-9%,-6%,nt,nt,-2%,nt
O=[N+]([O-])c1ccc2c(c1)C(O)n1nc(-c3ccc(Cl)cc3Cl)nc1S2 (stereo unspecified),2%,-17%,-1%,?,-18%,nt,-1%,15%
CC(C)Cn1cc(NC(=O)NCc2ccccc2Cl)c2ccccc2c1=O,-14%,-25%,10%,-11%,nt,nt,0%,nt
COc1ccc(NC(=O)CC2C(=O)N(C)C(=S)N2CCc2ccccc2)cc1 (stereo unspecified),-4%,-29%,-5%,8%,-6%,-3%,1%,-21%[0.074 µM]
CC(=O)NCC(=O)N(Cc1ccco1)C1(C(=O)NC2CCCC2)CCCCC1,-1%,-6%,-1%,-5%,i,nt,2%,-20%

# Structures from the list above that have two or more sulfur atoms:
SMILES,TRb-SRC2 inh,Tau fluor counter,Tau FP inhib,Tau fibril ThT,RECQ1 helicase,L3MBTL1 inh,TexasRed fluor,HTT ATP protect
CCCCn1c(SCC(=O)N2CCC(C)CC2)nc2cc(S(N)(=O)=O)ccc21,-6%,-1%,3%,-4%,7%,-12%,-1%,1%
CN(C)S(=O)(=O)c1cccc(NC(=S)N2CCCCC2CO)c1 (stereo unspecified),-4%,-4%,-3%,-8%,-12%,5%,-1%,-1%

# More compounds follow:
SMILES,TRb-SRC2 inh,Tau fluor counter,Tau FP inhib,Tau fibril ThT,RECQ1 helicase,L3MBTL1 inh,TexasRed fluor,HTT ATP protect
COc1ccc(CN(Cc2cc3ccc(C)cc3[nH]c2=O)Cc2nnnn2C2CCCC2)cc1,0%,-13%,-1%,?,5%,-9%,-6%,-24%[10 µM]
COCC1C2CC[C@H]3C(OCc4ccc(F)cc4C(F)(F)F)OC[C@]4(C)[C@H]3C2=C(CN4C(=O)OC(C)(C)C)[C@H](C)C1COC (stereo partly specified),4%,-9%,1%,-19%,-2%,nt,-2%,2%
CNc1ccc(Br)cc1C(O)c1ccccc1 (stereo unspecified),-1%,-25%,2%,-10%,-21%,5%,-3%,-11%[10 µM]
CCN1CCN(c2nc(S(=O)(=O)c3ccc(C)cc3)c(Cl)s2)CC1,1%,-5%,0%,2%,-2%,-11%,-3%,-5%[10 µM]
NS(=O)(=O)c1ccc(NC(=O)CN2C(=O)c3ccccc3C2=O)cc1,-5%,-1%,-1%,nt,5%,nt,-1%,11%[10 µM]
COc1c(C)cccc1C(=O)Nc1ccc(CN2CCCCC2)cc1,4%,-11%,?,-7%,-12%,nt,0%,-10%
O=C(/C=C/Nc1cccc(C(F)(F)F)c1)C(F)(F)F,-13%,5%,-2%,11%,i,7%,0%,-4%
C=CCOc1ccc(C2N3CC4(C)CN2CC(CCC)(C3)C4=O)cc1 (stereo unspecified),-2%,-12%,-2%,-11%,i,2%,-2%,-8%
NC(=O)COC(=O)C(Cc1ccccc1)NS(=O)(=O)c1ccccc1F (stereo unspecified),1%,6%,4%,11%,-2%,-9%,-2%,-16%[0.074 µM]
CCOC(=O)c1ccc(NC(=S)N2CCN(CCN=CC3=C(O)CC(C)(C)CC3=O)CC2)cc1,-3%,-5%,-24%,?,i,6%,-5%,7%[10 µM]
CSCCC(NC(=O)c1ccc(=O)n(C)n1)c1nc2ccccc2[nH]1 (stereo unspecified),0%,3%,4%,-2%,i,6%,-1%,0%
O=C(COC(=O)CCc1ccc(S(=O)(=O)N2CCOCC2)cc1)Nc1ncc(C(F)(F)F)cc1Cl,-11%,-16%,-2%,-19%,i,nt,-8%,3%
CCc1cc2c(=O)c(-c3cnn(-c4ccccc4)c3)c(C)oc2cc1OCC(=O)Nc1ccc(F)c(F)c1,-8%,-9%,-4%,-9%,1%,8%,0%,nt
COc1cc2c(cc1OC)CN(C(=O)Cc1ccc(OC)c(S(=O)(=O)N3CCOCC3)c1)CC2,-8%,-19%,-1%,-17%,-4%,nt,-3%,3%[10 µM]
C(=N\c1ncnc2sccc12)/NOCc1ccccc1,3%,3%,0%,-5%,-1%,8%,1%,16%[10 µM]
CC(C)c1ccc(OCC(=O)N(Cc2cccs2)C2CCS(=O)(=O)C2)cc1 (stereo unspecified),-2%,-6%,-1%,-4%,nt,nt,2%,nt
COCCN1C(=O)c2cc(C(=O)Nc3cccc(F)c3)ccc2C1Nc1cccc(F)c1 (stereo unspecified),3%,-8%,?,3%,2%,0%,-1%,nt
O=C(CCS(=O)(=O)c1ccc(Cl)cc1)NCCN1C(=O)S/C(=C\c2ccccc2F)C1=O,-9%,2%,2%,8%,-1%,-7%,5%,-22%[1.9 µM]
CC(Cc1n[nH]c(=S)o1)c1ccccc1 (stereo unspecified),1%,-6%,-7%,-2%,-3%,6%,-4%,3%[10 µM]
CCCCCNCC(=O)Nc1cc(C(F)(F)F)ccc1OCCOC,8%,-6%,-3%,-3%,-2%,16%,0%,-53%[inhibitor]
CCOC(=O)c1ccc(CNC(=O)Cn2nnc(-c3ccccc3)n2)o1,0%,-5%,1%,-3%,-6%,27%,-1%,-6%
COCc1[nH]nc2c1C(c1ccccc1OC)C(C#N)=C(N)O2 (stereo unspecified),-1%,-6%,-4%,-10%,-4%,nt,-5%,-13%

# A portion of the library. The share of hits here may be higher or lower than overall.
